Screening results as filed in PubChem.
SIAE inh: blocks human sialic acid acetylesterase; inhibition, % at 9.66 µM; SIAE FP-Rh probe binding, fluorescence polarization; Q9HAT2; AID 1053197; 370,000 compounds, 0.69% hits;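 active means inhibition above a cutoff: mean of compounds within the control limits plus 3 SD of those, cut at about 17% in these data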;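 further: 0% = plate median of compound wells and 100% = probe without SIAE protein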
PRMT1 inh: PRMT1 (human) inhibition, primary screen | recombinant PRMT1, activity-based probe fluorescence polarization | inhibition, % at 2.79 µM | 370,000 compounds, 1.3% hits | AID 652257;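 active means inhibition above about 21% made by adding two undisclosed values, limit read from the data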
TCR-CD3 inh: inhibitors of human TCR-CD3 interaction. inhibition, % at 9.4 µM. TAMRA-labeled TCR probe fluorescence, biochemical. 360,000 compounds, 0.37% hits. AID 651800; in the data active means inhibition above about 19%;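 further: recombinant mutant TCR 2C K166C tagged with TAMRA read by polarization; 0% = receptor in buffer alone and 100% = receptor with positive control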
TDP2 inh: TDP2 (human) inhibition, absorbance primary screen; O95551; recombinant TDP2, T5PNP hydrolysis, p-nitrophenol absorbance 415 nm; inhibition, % at 12.8 µM; 370,000 compounds, 0.34% hits;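 active means inhibition above the mean of all tested compounds plus 3 SD, set per campaign, cut at about 25% in these data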;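 further: 0% = DMSO with enzyme and 100% = buffer with substrate but no TDP2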
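System: recombinant human TDP2 / Amount: 120 nM TDP2 per well / Also added: 5 mM T5PNP chromogenic substrate / Doses: 12.8 µM single point, 1% DMSO / Incubation: 2 h at 37 °C / Detection: p-Nitrophenol epi absorbance / Evaluation: % inhibition relative to enzyme-containing and enzyme-free wells / Repeats: singlicate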
MBD2 DNA inh: blocks human MBD2 binding to methylated DNA; Q9UBB5; TR-FRET, MBD2 binding to methylated oligonucleotide; inhibition, % at 4.4 µM; 370,000 compounds, 0.31% hits; AID 686964; in the data active means inhibition above about 13%
Target sequence (Q9UBB5 whole entry, looked up): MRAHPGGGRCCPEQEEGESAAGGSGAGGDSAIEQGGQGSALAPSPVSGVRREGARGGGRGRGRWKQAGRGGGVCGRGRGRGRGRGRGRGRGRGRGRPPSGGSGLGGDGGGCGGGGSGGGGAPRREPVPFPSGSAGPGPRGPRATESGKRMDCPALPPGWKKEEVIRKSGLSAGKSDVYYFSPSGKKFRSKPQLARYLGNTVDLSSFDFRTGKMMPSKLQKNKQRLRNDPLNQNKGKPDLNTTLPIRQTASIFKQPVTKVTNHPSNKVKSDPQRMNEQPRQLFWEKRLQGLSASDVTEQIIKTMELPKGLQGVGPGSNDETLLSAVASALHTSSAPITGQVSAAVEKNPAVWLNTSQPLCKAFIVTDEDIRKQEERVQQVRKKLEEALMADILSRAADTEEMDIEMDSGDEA
DDE Tn7 FP inh: DD(E)-Tn7 binding inhibition, primary FP screen. P02675. FP displacement of FITC-Tn7 peptide from fibrin DD(E); 0% = median of compound wells per plate. inhibition, % at 8.3 µM. 370,000 compounds, 0.13% hits;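 active means inhibition above the mean of compounds falling within the control limits plus 3 SD of them, cut at about 14% in these data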;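 further: 0% = plate median of compound wells and 100% = 10 µM Aha-Tn7 peptide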
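System: human fibrin DD(E); quantity: Fibrin-DD(E) at 2 µM final; also added: fluorescent Tn7 probe at 0.1 µM; compound dosing: single nominal test concentration of 8.3 µM per compound; schedule: 10 min preincubation, 3 h with tracer, room temperature; detection: fluorescence polarization of the labelled Tn7 tracer; repeats: one replicate per compound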
KLK7 zymogen act: activators of human kallikrein-7 zymogen; purified proKLK7, EDANS-DABCYL substrate fluorescence; 100% is mature enzyme control, 0% vehicle; P49862; activation, % at 7 µM; 370,000 compounds, 0.9% hits; AID 652039;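 active means activation above the mean of all tested compounds plus 3 SD, computed per campaign excluding outliers beyond control limits, cut at about 13% in these data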
Target sequence (P49862 whole entry, looked up): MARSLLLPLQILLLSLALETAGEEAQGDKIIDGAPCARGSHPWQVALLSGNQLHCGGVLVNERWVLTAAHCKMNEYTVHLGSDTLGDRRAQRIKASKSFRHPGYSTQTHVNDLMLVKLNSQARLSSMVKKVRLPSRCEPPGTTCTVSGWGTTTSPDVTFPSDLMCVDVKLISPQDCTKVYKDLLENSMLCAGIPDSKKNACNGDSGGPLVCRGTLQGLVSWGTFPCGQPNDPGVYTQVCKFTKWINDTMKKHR
Tn6 DDE FP: DD(E)-Tn6 binding inhibition, primary FP screen; P02675; Fibrin DD(E) TRITC-Tn6 fluorescence polarization displacement; inhibition, % at 8.3 µM; 370,000 compounds, 0.21% hits;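 active means inhibition above a per-campaign cutoff: mean of compounds within control limits plus 3 SD, cut at about 15% in these data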;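 further: 0% = median of all compound wells on the plate and 100% = blocking peptide control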
UHRF1 MBD2 ctr: human UHRF1 methylated DNA binding inhibitors. AID 687016. inhibition, % at 4.4 µM. UHRF1 binding to methylated oligo, TR-FRET. 370,000 compounds, 0.75% hits. Q96T88; in the data active means inhibition above about 21%;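 further: UHRF1 SRA domain binding a hemimethylated CpG hairpin DNA probe; 0% = median of test compound wells and 100% = reference inhibitor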
LEDGF integ inh: blocks HIV-1 LEDGF/p75-dependent DNA integration | TR-FRET IN-LEDGF/p75 DNA integration, Eu/Cy5 | inhibition, % at 3.7 µM | 370,000 compounds, 0.64% hits | AID 743269;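 active means inhibition above the screen-wide mean plus 3 SD, cut at about 13% in these data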;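 further: signal is the Cy5 over europium emission ratio at 671 and 618 nm; 0% = plate median of compound wells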
Numbers without * were called inactive; . = no result given. Compounds as they come. Share with any hit: about 4.6%.

SIAE inh | PRMT1 inh | TCR-CD3 inh | TDP2 inh | MBD2 DNA inh | DDE Tn7 FP inh | KLK7 zymogen act | Tn6 DDE FP | UHRF1 MBD2 ctr | LEDGF integ inh | Compound
5 | -4 | -5 | -5 | -5 | 5 | 0.6 | 5 | 3 | 6 | O=C(Nc1ccc(Cl)cc1)N1CCC(CO)(Cc2ccccc2)CC1
-1 | -2 | 5 | -3 | -1 | -1 | -0.1 | 3 | 3 | 0 | CC1=C(C(N)=O)C(c2ccccn2)n2nc(-c3ccccc3Cl)nc2N1 (stereo unspecified)
7 | 3 | -5 | 5 | 0 | 3 | 0.1 | 6 | 2 | -3 | c1nc2n(n1)C1=C(CCCC1)C1(CCCCC1)N2
-10 | 1 | 2 | 0 | 5 | 6 | -0.3 | -7 | 0 | 1 | O=C(N/N=C/C(Br)=C/c1ccccc1)c1cccs1
4 | -1 | -6 | -2 | -2 | -8 | 0.3 | 4 | 0 | 1 | CCCN=C1N(C)C[C@@H]2[C@@H]3C(=O)N(Cc4ccccc4)C(=O)[C@@H]3[C@](CC)(C(=O)OC)N12
0 | 2 | 2 | -3 | -1 | -8 | 0.2 | 1 | -5 | 3 | CN(C)C(CNS(=O)(=O)c1cc([N+](=O)[O-])ccc1Cl)c1ccco1 (stereo unspecified)
9 | 17 | -2 | 3 | 7 | -3 | -0.3 | -10 | -1 | 0 | COc1ccc(SC[C@H](C)CN2CC[C@H](C(C)(C)C)CCC2=O)cc1
-1 | 5 | -3 | -11 | 4 | -5 | -1.2 | -9 | 14 | -6 | COC(=O)c1c(C)[nH]c(C(=O)C(C)OC(=O)C2CC(=O)N(CCc3ccccc3)C2)c1C (stereo unspecified)
-4 | 6 | -5 | -7 | 8 | -4 | 0.2 | -4 | 5 | 1 | COc1ccc(CCN(C)C(=O)COc2ccc(N(C)S(=O)(=O)c3ccc(C)cc3)cc2)cc1OC
-4 | 2 | 5 | -5 | 3 | -6 | 0.3 | 1 | 1 | 1 | Fc1ccc2cnc(-c3ccccc3)c(-c3ccc(C(F)(F)F)cc3)c2c1
0 | 2 | 2 | -1 | 5 | 1 | 0.1 | 4 | 2 | 3 | CCn1c(COc2ccccc2)nnc1SCC(=O)NC1CCCCC1
3 | 4 | 0 | 3 | 2 | 4 | 2.3 | 2 | 2 | -5 | CC(C)c1cc(Cn2c3ccccc3c(=O)n2C(C)Cn2cc(-c3ccccc3)nn2)on1 (stereo unspecified)
-1 | -4 | 8 | -6 | 0 | 10 | 0.3 | 2 | -2 | -1 | C=CCn1c(SCC(=O)NCC)nc2sc3c(c2c1=O)CCC3
3 | -2 | . | -6 | 1 | -3 | 1.2 | 10 | -1 | 3 | O=C(CSc1nc2ccccc2[nH]1)NN=Cc1c(F)cccc1Cl
-1 | 3 | 3 | -12 | 0 | 1 | 0.9 | -5 | 0 | 1 | Oc1[nH]c2ccccc2c1N=Nc1ccccc1
2 | -2 | 2 | -12 | 3 | 7 | -14 | 4 | -1 | 1 | Cc1cc2ncn(/N=C/c3ccc(-c4ccccc4)o3)c2cc1C
-3 | 0 | 5 | -3 | 0 | 1 | 0.1 | -1 | 0 | 0 | COc1ccc(-c2cn(CCN)c(-c3ccncc3)n2)cc1
-4 | 1 | -7 | 2 | 1 | -2 | 0.0 | -2 | 8 | 0 | CC[C@H](C)[C@@H]1NC(=O)c2cc([N+](=O)[O-])cc(I)c2NCC[C@@H](C(N)=O)NC(=O)[C@H](CCCN=C(N)N)NC1=O
-2 | 5 | -5 | -6 | 4 | -11 | 4.3 | -7 | -1 | -1 | CC(=O)c1ccc(-c2cnc3c(NC=O)cc(-c4ccc(C(=O)N5CCOCC5)cc4)cn23)cc1
6 | -2 | 2 | 5 | 2 | 2 | 0.6 | 0 | -1 | 1 | O=C(Nc1ccccc1OC(F)F)c1ccc(F)cc1
8 | 0 | 4 | 10 | 3 | 1 | -0.5 | 3 | -4 | 1 | Clc1ccc(-c2cn3ccccc3n2)cc1
-2 | 0 | 2 | 7 | 0 | 5 | 0.3 | -5 | 1 | 2 | Cc1cc(NC(=O)CCC(=O)N(CC(=O)NC2CCCC2)c2ccc(Cl)cc2)no1
-6 | 2 | -4 | -20 | -5 | -2 | -0.5 | -1 | 0 | 7 | CCN(CC)c1nc(Nc2ccc([N+](=O)[O-])cc2)nc(N(CC)CC)n1
-4 | 6 | -8 | 1 | 5 | 4 | 9.1 | -5 | 3 | 1 | Cc1ccc(NC(=O)c2cccs2)cc1NC(=O)c1ccccc1Cl
-9 | -1 | 4 | -16 | -2 | 4 | 0.8 | 11 | -4 | -2 | COc1ccc2cc(CN(Cc3ccco3)Cc3nnnn3C3CCCCC3)c(=O)[nH]c2c1

(cont.)
SIAE inh | PRMT1 inh | TCR-CD3 inh | TDP2 inh | MBD2 DNA inh | DDE Tn7 FP inh | KLK7 zymogen act | Tn6 DDE FP | UHRF1 MBD2 ctr | LEDGF integ inh | Compound
-2 | 0 | 4 | -4 | -1 | -4 | -0.3 | 1 | 0 | 2 | CSc1nnc(-c2ccncc2)n1/N=C/c1cn(-c2ccccc2)nc1-c1ccc(Cl)cc1
-4 | 2 | 2 | 17 | 4 | 2 | -1.0 | -4 | -3 | -2 | CSc1ccccc1C(=O)N1CCN(c2ccc(F)cc2)CC1
-2 | 3 | -8 | 7 | -2 | -4 | -0.1 | 0 | 1 | -1 | CCOc1cc2c(cc1/C=C/c1noc(C)c1[N+](=O)[O-])OC(C)C2 (stereo unspecified)
-1 | 6 | -4 | 11 | 5 | 3 | -0.3 | -4 | 5 | 0 | COc1ccc(OC)c(CCNC(=O)CC2Oc3ccccc3NC2=O)c1 (stereo unspecified)
3 | -2 | 4 | 10 | 1 | 5 | 8.0 | 2 | -4 | 6 | Cc1cccc(C)c1NC(=O)C(c1ccncc1)n1c(=O)c(-c2ccccc2)nc2ccccc21 (stereo unspecified)
3 | 0 | 3 | -12 | -5 | 3 | -0.8 | 4 | 5 | -2 | CC1(C)CC(=O)CC(C)(C)N1OC(=O)c1ccco1
0 | -4 | 1 | 2 | 0 | 6 | 0.0 | -1 | -1 | -1 | CC1=C(C(=O)OC(C)(C)C)C(c2ccc(Br)cc2)NC(=O)N1CCCC(=O)O (stereo unspecified)
-5 | -2 | 11 | -14 | 5 | -3 | 0.2 | 3 | -1 | -4 | COc1ccccc1N1CCN(C2CCCN(C(=O)CCc3cnn(C)c3)C2)CC1 (stereo unspecified)
-10 | 2 | -1 | 9 | 1 | 0 | 0.2 | -6 | -3 | 3 | CCOC(=O)c1nc(Nc2cc(C)cc(C)c2)c2ccccc2n1
8 | 15 | -1 | 5 | 9 | 3 | -1.1 | 2 | 18 | -5 | CC(C)C(=O)Nc1cc(S(=O)(=O)N2CCOCC2)ccc1N1CCCCC1
-5 | 3 | -5 | -10 | 3 | -1 | -0.5 | 0 | 3 | -4 | COc1cc(C(=O)OCC(=O)c2ccc(S(=O)(=O)N3CCCCC3)cc2)cc(OC)c1OC
-1 | -2 | 2 | 4 | -1 | -3 | 0.5 | 3 | 7 | -1 | CC1(C)c2[nH]c3ccccc3c2C[C@H]2C(=O)N(Cc3ccccc3)C(=O)N21
13 | -7 | 2 | 3 | 5 | -2 | 0.9 | 6 | -2 | 3 | CCN(CC)CCCNC(=S)N1CCN(c2nc3ccccc3n2CC)CC1
1 | -2 | 1 | 11 | 1 | 4 | 0.6 | -4 | 0 | -2 | COc1cccc(NC(=O)CN2CCC(NC(=O)c3ccccc3C)CC2)c1
3 | 10 | 0 | 11 | 2 | -1 | 0.1 | -3 | 0 | 0 | CC(C)(C)C1=C(C#N)C(c2cc3c(cc2Br)OCO3)C(C#N)=C(N)O1 (stereo unspecified)
4 | -2 | 2 | 4 | -7 | 4 | -0.2 | -2 | -3 | -3 | CC1(C)OC(=O)C2=C(C[C@@H](C3CCCCC3)O[C@H]2c2ccc(F)cc2)O1

Compounds listed so far that have an aryl methoxy group (8):
SIAE inh | PRMT1 inh | TCR-CD3 inh | TDP2 inh | MBD2 DNA inh | DDE Tn7 FP inh | KLK7 zymogen act | Tn6 DDE FP | UHRF1 MBD2 ctr | LEDGF integ inh | Compound
9 | 17 | -2 | 3 | 7 | -3 | -0.3 | -10 | -1 | 0 | COc1ccc(SC[C@H](C)CN2CC[C@H](C(C)(C)C)CCC2=O)cc1
-4 | 6 | -5 | -7 | 8 | -4 | 0.2 | -4 | 5 | 1 | COc1ccc(CCN(C)C(=O)COc2ccc(N(C)S(=O)(=O)c3ccc(C)cc3)cc2)cc1OC
-3 | 0 | 5 | -3 | 0 | 1 | 0.1 | -1 | 0 | 0 | COc1ccc(-c2cn(CCN)c(-c3ccncc3)n2)cc1
-9 | -1 | 4 | -16 | -2 | 4 | 0.8 | 11 | -4 | -2 | COc1ccc2cc(CN(Cc3ccco3)Cc3nnnn3C3CCCCC3)c(=O)[nH]c2c1
-1 | 6 | -4 | 11 | 5 | 3 | -0.3 | -4 | 5 | 0 | COc1ccc(OC)c(CCNC(=O)CC2Oc3ccccc3NC2=O)c1 (stereo unspecified)
-5 | -2 | 11 | -14 | 5 | -3 | 0.2 | 3 | -1 | -4 | COc1ccccc1N1CCN(C2CCCN(C(=O)CCc3cnn(C)c3)C2)CC1 (stereo unspecified)
-5 | 3 | -5 | -10 | 3 | -1 | -0.5 | 0 | 3 | -4 | COc1cc(C(=O)OCC(=O)c2ccc(S(=O)(=O)N3CCCCC3)cc2)cc(OC)c1OC
1 | -2 | 1 | 11 | 1 | 4 | 0.6 | -4 | 0 | -2 | COc1cccc(NC(=O)CN2CCC(NC(=O)c3ccccc3C)CC2)c1
